MITF inh: MITF inhibitors, primary screen, biochemical, AlphaScreen, human; AlphaScreen MITF homodimerization, bead proximity signal; 0.91% of 650,000 active; inhibition, % at 2.6 µM; Microphthalmia-associated transcription factor (Homo sapiens), O75030; AID 1259374, 2018; in the data active means inhibition above about 50%;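 further: 0% = vehicle wells with protein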
Target sequence (O75030 whole entry, looked up): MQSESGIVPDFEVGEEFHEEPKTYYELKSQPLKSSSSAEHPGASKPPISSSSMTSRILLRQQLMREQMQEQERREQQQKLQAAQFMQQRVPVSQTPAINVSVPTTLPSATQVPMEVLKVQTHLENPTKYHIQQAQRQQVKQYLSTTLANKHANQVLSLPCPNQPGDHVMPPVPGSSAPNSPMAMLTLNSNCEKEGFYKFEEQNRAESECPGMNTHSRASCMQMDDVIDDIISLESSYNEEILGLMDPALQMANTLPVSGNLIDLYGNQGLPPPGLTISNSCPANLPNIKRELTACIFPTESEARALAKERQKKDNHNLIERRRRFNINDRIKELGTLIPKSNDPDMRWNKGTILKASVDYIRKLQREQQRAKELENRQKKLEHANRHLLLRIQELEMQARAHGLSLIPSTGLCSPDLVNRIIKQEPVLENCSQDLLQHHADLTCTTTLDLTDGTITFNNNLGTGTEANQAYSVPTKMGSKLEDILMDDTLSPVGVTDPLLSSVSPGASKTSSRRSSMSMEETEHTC
FBW7 activator: FBW7 E3 ligase activators, primary screen, biochemical, AlphaScreen, human. F-box/WD repeat-containing protein 7 (Homo sapiens), Q969H0. AlphaScreen FBW7–phospho-cyclin E peptide binding, activator screen. normalized activity (activation), % at 26.1 µM. 0.13% of 650,000 active. AID 1259310, 2017; in the data active means normalized activity above about 1.9%;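 further: purified mutant Fbw7 with reduced substrate affinity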
TEAD-YAP block: TEAD-YAP interaction inhibition, primary screen, TEAD-YAP interaction inhibitor project, luminescence, HEK-TIYL cells; 1.4% of 640,000 active; TEAD-Gal4/YAP UAS-luciferase luminescence; AID 1259422, 2018; inhibition, % at 9.12 µM; in the data active means inhibition above about 32%;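 further: 0% = median of test compound wells and 100% = reference inhibitor wells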
GPR151 activ: activators of human GPR151, primary screen, cell-based, PathHunter beta-arrestin, luminescence | PathHunter beta-arrestin GPR151 cells | activation, % at 11.2 µM | 1% of 650,000 active | AID 1508602, 2020; in the data active means activation above about 4.9%;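 further: 0% = median of compound wells and 100% = cells with positive control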
Target sequence (Q8TDV0 whole entry, looked up): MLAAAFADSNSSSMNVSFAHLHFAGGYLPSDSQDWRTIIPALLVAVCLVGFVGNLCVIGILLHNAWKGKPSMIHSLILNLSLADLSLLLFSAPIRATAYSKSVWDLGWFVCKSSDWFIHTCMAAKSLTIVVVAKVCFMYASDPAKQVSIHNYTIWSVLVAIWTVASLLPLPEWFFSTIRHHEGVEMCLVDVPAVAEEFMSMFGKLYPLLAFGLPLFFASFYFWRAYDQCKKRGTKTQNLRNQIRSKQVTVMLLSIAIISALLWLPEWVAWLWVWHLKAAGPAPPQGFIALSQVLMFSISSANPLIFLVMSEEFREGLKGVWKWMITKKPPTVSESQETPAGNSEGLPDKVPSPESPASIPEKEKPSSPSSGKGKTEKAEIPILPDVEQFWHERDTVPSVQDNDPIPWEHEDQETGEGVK
* = called active by the depositor; & = joins results of further samples. Compounds as they come; any-hit rate near 3.5%.

SMILES	MITF inh	FBW7 activator	TEAD-YAP block	GPR151 activ
CCSc1nc2c(c(=O)[nH]1)C(c1ccc(O)c(OC)c1)C1=C(CCCC1=O)N2 (stereo not drawn)	60.5*	0.2	0.6	-1.1
CC(C)n1c(-c2ccccc2F)n[nH]c1=S	-4.7	-0.3	2.0	-0.3
O=C(c1cnccn1)N(Cc1ccco1)C1(C(=O)NC2CCCCC2)CCCCC1	5.7	0.0	2.4	0.1
O=C(NCc1ccc(F)cc1)c1cc(-c2ccco2)on1	1.2	0.5	-10.4	0.3
CC(C)CCNC(=O)NC(=O)COC(=O)C1COc2ccccc2O1 (stereo not drawn)	1.6	-0.1	-11.2	0.1
COc1ccc(N(CC(=O)Nc2ccc(F)c(F)c2)S(C)(=O)=O)cc1OC	6.0	0.5	-3.4	1.0
CN(Cc1ccco1)C(=O)CN(C)S(=O)(=O)c1ccc2c(c1)c(=O)n(C)c(=O)n2C	8.9	0.1	0.1	-0.2
CC1(C)Cc2nc3sc4c(=O)n(CC(=O)NCCc5ccccc5)cnc4c3cc2CO1	4.1	0.0	1.3	-0.9
c1cncc(-c2n[nH]c(C3CCN(Cc4ccncc4)CC3)n2)c1	53.6*	-0.1	-2.8	-0.9
Cc1cccc(CN2CCCC(CNC(=O)c3cccc(C(F)(F)F)c3)C2)n1 (stereo not drawn)	8.3	0.1	2.5	1.4
CC(C)N(CCNc1nc(Nc2ccncn2)nc2c1ncn2-c1ccsc1)C(C)C	1.2	0.0	28.6	1.3
C#Cc1cccc(NC(=O)c2cccc(OC)c2)c1	11.6	0.6	-6.2	-4.4
O=C(c1ccccc1Cl)N(Cc1ccc(F)cc1)C1CCS(=O)(=O)C1 (stereo not drawn)	22.0	0.1	-7.8	-0.1
CCCn1c(=N)c(C(=O)NCc2ccccc2)cc2c(=O)n3cc(C)ccc3nc21	-12.7	0.0	3.2	-0.9
COc1ccc(-n2nc(C(=O)Nc3cc(Cl)c(OC)cc3OC)c3ccccc3c2=O)c(OC)c1	-10.1	0.0	-13.7	0.8
O=C(Nc1ccccc1)Oc1ccc2sc(=O)oc2c1	0.6	-0.3	-2.3	1.3
CCCSc1nnc2n(Cc3ccc(OC)cc3)c(=O)c3c(n12)-c1ccccc1CC31CCCCC1	1.1	-0.2	8.0	1.2
O=C(CC1=CCCCC1)N1CCC2(CC1)CC2C(=O)N1CCN(c2ccccc2)CC1 (stereo not drawn)	-14.3	-0.1	6.7	-0.6
O=C(Nc1ccc(-c2ccc([N+](=O)[O-])cc2)cc1)c1ccc(Br)cc1	8.4	-0.1	7.0	3.2
CC(C)c1ccccc1OCCn1cnc2ccccc2c1=O	1.7	0.1	11.3	-1.0
Cc1ccc(C)n1-c1ccccc1C(=O)O	0.8	-2.2	0.2	0.3
Cc1nn(Cc2ccccc2Cl)c(C)c1NC(=O)C1C2CCC(O2)C1C(=O)O (stereo not drawn)	-1.2	0.0	-5.8	0.8
COc1ccccc1N1C(=O)CC(Sc2nnc(C)s2)C1=O (stereo not drawn)	-14.9	-0.1	-9.6	4.0
CC1=NN(c2ccccc2)C(=O)C1C(=O)c1ccc([N+](=O)[O-])cc1 (stereo not drawn)	8.8	0.0	3.7	-1.3
OCCN1CCN(CCCN2c3ccccc3Sc3ccc(C(F)(F)F)cc32)CC1	6.8&0.4&-7.3&-25.1	0.1&0.1&0.7&-0.1	6.7&5.8&4.3	0.4&-2.1&-1.5&1.1
COc1cc(C(C)=O)ccc1Oc1ncnc(N)c1[N+](=O)[O-]	12.4	0.1	5.1	-0.7
Cc1ccc(OCC(=O)Nc2ccccc2F)c(C(C)(C)C)c1	9.4	0.0	-0.2	-1.4
COCCCC1CCN(C(=O)CC2C(=O)NCCN2CC=C(C)C)CC1 (stereo not drawn)	-11.5	-0.1	-0.3	-0.6
COc1ccc(NC(=O)c2cc3ccccc3oc2=O)c(OC)c1	4.8	0.0	-25.9	-0.1
CCCCn1c(CNC(=O)c2cccc(F)c2)nnc1SC(C)C(=O)Nc1sc(C(=O)OCC)c(C)c1C(=O)OCC (stereo not drawn)	-2.4	-0.1	-5.6	-0.2
COc1cc2c(cc1OC)C(COc1ccccc1OC)N(C(=O)C1CCCCC1)CC2 (stereo not drawn)	-6.6	0.1	-1.4	1.1
Cc1sc2ncn3c(SCC(=O)N4CCCC(C)C4)nnc3c2c1C (stereo not drawn)	4.5	0.2	2.7	-0.6
N#Cc1c(C(F)(F)F)cc(-c2cccs2)[nH]c1=S	-5.3	-0.1	-6.7	-0.4
NC(=O)c1ccccc1NC(=O)COc1ccc(Br)cc1Br	25.2	0.8	-77.8	1.0
CCc1nc(SCC(=O)Nc2ccc(Cl)cc2)n[nH]1	-3.8	-0.2	6.1	0.0
CCOC(=O)c1c(NC(=O)CSc2nnc(CNC(=O)c3ccc(C)c([N+](=O)[O-])c3)n2C)sc2c1CCCC2	22.7	0.3	17.3	-0.8
COc1ccc(/C=C(\C#N)C(=O)Nc2ccc(Cl)cc2[N+](=O)[O-])cc1OC	13.0	0.5	2.5	-0.2
CC(C)CCNC(=O)CN1C(=O)c2cccc3cccc1c23	7.0	0.1	4.6	2.7
CC(=O)Nc1ccc(NC(=O)C(C)N2C(=O)NC3(CCCCC3)C2=O)cc1 (stereo not drawn)	3.1	0.0	16.9	-1.7
COc1cccc(NC2=C(Cl)C(=O)N(c3ccccc3C)C2=O)c1	-3.4	-0.1	-0.6	1.0
CC1CCCC(C)N1C(=O)c1ccc(F)cc1 (stereo not drawn)	37.8	0.2	-9.0	0.1
CCCCNC(=O)CSc1nnc(-c2ccco2)n1C	22.0	0.1	-0.9	-0.2
O=C(NCc1nc2c(s1)CCCC2)c1cc(Cc2ccc(F)cc2)no1	-9.5	0.1	-57.8	-0.4
O=C(Nc1ccc(F)c(F)c1)c1ccc(C(=O)Nc2ccc(F)c(F)c2)cc1	8.6	0.0	7.1	-1.5
COc1ccc(/C=C2\C(=O)NC(=S)N(c3ccccc3)C2=O)c(OC)c1	-12.6	0.1	-0.1	1.5
Cc1sc(NC(=O)c2cccc(Oc3ccccc3)c2)nc1-c1ccccc1	2.5	-0.1	-10.4	0.6
NC(=O)C1CCN(CC(=O)Nc2ccccc2Sc2ccccc2)CC1	3.1	-0.1	-12.5	1.6
Clc1cc(Br)ccc1OCCOCCN1CCNCC1	53.9*	-0.1	1.5	-1.1
O=C1OC(COc2cccc3ccccc23)CN1CN1CCOCC1 (stereo not drawn)	4.8	0.0	9.2	0.9
O=C(NCc1ccco1)/C(=C\c1ccco1)NC(=O)c1ccccc1Cl	-8.7	-0.1	3.1	0.3
Additional structures
SMILES	MITF inh	FBW7 activator	TEAD-YAP block	GPR151 activ
COc1ccc(N(C(=O)c2cccc(F)c2)C2C=CS(=O)(=O)C2)cc1 (stereo not drawn)	19.6	1.0	-11.5	0.3
COC(=O)CSC1=C(C#N)C(c2ccc(Cl)cc2Cl)CC(=O)N1 (stereo not drawn)	-0.2	-0.1	1.4	2.0
NC(=O)c1ccc(NC(=O)c2cc(Cl)c(Cl)cc2C(=O)O)cc1	-4.4	-0.1	-0.2	-0.1
CCCCOc1ccc(C(C)NC(=O)C2CCN(S(=O)(=O)CCC)CC2)cc1 (stereo not drawn)	-2.0	-0.2	6.0	0.2
CC(C)(C)C(=O)Nc1cc(-c2nc3ncccc3o2)ccc1Cl	-1.1	-0.1	-13.3	-0.2
C=CCn1c(N2CCCCCC2)nc2c1c(=O)[nH]c(=O)n2C	5.4	0.2	1.8	-0.7
O=C(Cc1cc(=O)[nH]c(=O)[nH]1)NCc1ccc(Cl)cc1	10.9	0.1	7.9	4.0
Cc1ccc(C(=O)NC(C(=O)NCC(=O)Nc2ccc(F)c(F)c2F)C(C)C)cc1 (stereo not drawn)	-3.5	-0.2	2.6	0.9
Cc1ccc(N2C(=O)CSC2c2ccccc2F)cc1Cl (stereo not drawn)	5.5	0.1	-5.5	0.2
CCOCCCNC(=O)CCc1c(C)n(CC)c2cc(-c3ccccc3OC)nn2c1=O	-1.3	0.0	16.3	-0.6
CCCCOC(=O)Nc1ccc(S(=O)(=O)Nn2cnnc2)cc1	-7.8	-0.1	-7.7	0.4
CCN(c1ccccc1)S(=O)(=O)c1ccc(F)c(C(=O)Nc2ccc(C)cc2)c1	5.5	0.7	19.1	0.5
Cn1nccc1/C=C(/C#N)S(=O)(=O)c1ccccc1	-21.4	0.1	-8.7	-1.8
O=C(Cc1ccc(F)cc1)Nc1ccc(-c2nc3ccccc3[nH]2)cc1	0.8	0.1	-69.1	-0.2
Cc1ccc(-c2csc(NC(=O)CN3C(=O)CCC3=O)n2)cc1C	12.0	0.0	-12.1	0.5
COc1cc(NC(=O)c2ccc(-c3ccc(C(=O)N4CCN(C)CC4)cc3)s2)cc(OC)c1OC	11.6	0.4	6.3	2.8
COc1cc(-c2cncc(-c3cccc(O)c3)n2)cc(OC)c1OC	12.9	-0.2	-7.2	0.7
O=C(Cn1cc2c(n1)CCCC2)N1CCN(c2ccccn2)CC1	-2.6	0.1	5.6	-0.5
COc1ccc(/C=C2\SC(=O)N(CC(=O)N3CCOCC3)C2=O)cc1Br	-4.9	0.0	-7.7	2.4
COc1ccc(C(=O)Nc2cccc(-c3nc4ncccc4o3)c2)cc1[N+](=O)[O-]	-0.2	-0.3	6.5	-0.2
CCN1C(=O)/C(=C/c2cccc([N+](=O)[O-])c2O)SC1=S	21.7	-0.2	-11.3	-1.5
Cc1cc(N2CCOCC2)nc2ccc(NC(=O)c3ccc(Cl)c([N+](=O)[O-])c3)cc12	3.5	0.0	-4.0	0.5
O=S(=O)(N1CCCCC1)n1nnc2ccccc21	-20.1	-0.1	5.2	-0.9
CCOC(=O)c1cc(NC(=O)NNC(=O)COc2ccc(C(C)(C)C)cc2)c(C)nc1C	7.3	0.0	5.7	-0.5
COc1ccc(NC(=O)C2CCCCN2S(=O)(=O)c2ccc(Cl)s2)cc1 (stereo not drawn)	12.7	0.1	-9.7	-1.3
CS(=O)(=O)Nc1cc(Cl)ccc1Cl	2.0	-0.1	-0.9	1.1
Cc1ccccc1CS(=O)(=O)Cc1ccc(C(=O)NC2CCCCC2)o1	1.0	-0.2	-12.3	0.1
O=[N+]([O-])c1cccc(-c2ccc(/C=N\n3cnnc3)o2)c1	6.3	0.0	10.0	0.8
Nc1nnc(COc2cccc(Cl)c2Cl)s1	-3.6	-0.3	-6.9	-0.8
C1=CC2CC1CC2CN1CCN(Cc2c[nH]c3ccccc23)CC1 (stereo not drawn)	64.4*	0.1	3.0	-0.6
CCCN1CCC(Oc2cccc(C(=O)NCCc3ccccc3)c2)CC1	2.1	-0.1	-3.6	0.3
CN(C)c1ccc(C(=O)Nc2nc3c(s2)C(=O)CC(C)(C)C3)cc1	8.9	-0.2	-9.8	-0.4
CSc1cccc2sc(NC(=O)C3CC3)nc12	-0.7	0.0	0.5	-0.8
COc1cccc(C(C#N)N2N=C(C)CC2(C)C)c1O (stereo not drawn)	4.4	0.3	1.9	2.1
CC(=O)c1ccc(-c2ccc(NCCc3ccncc3)nc2)cc1	8.8	-0.2	-0.5	0.1
O=C1c2cccnc2C(=O)N1Cc1ccc(F)cc1	17.2	0.0	-3.0	0.2
CC(C)c1ccc(/C=C/C(=O)NNC(=O)c2ccc([N+](=O)[O-])cc2)cc1	13.4	-0.1	6.9	0.2
COc1cccc(C(=O)OCC(=O)NCC(F)(F)F)c1	-0.4	-0.1	9.0	-1.4
Cc1ccc(-n2cc(CN3CCN4C(=O)[C@H]([C@@H](C)OCc5ccccc5)NC(=O)[C@H]4C3)cn2)cc1	-3.7	0.1	2.1	-0.6
C=CCn1c(=O)c2ccccc2n2c(SCC(=O)NC(=O)NC(C)(C)C)nnc12	5.2	0.1	14.9	-0.3

6 of the compounds above, bar-delimited.
Molecule | MITF inh | FBW7 activator | TEAD-YAP block | GPR151 activ
Cc1ccc(-n2cc(CN3CCN4C(=O)[C@H]([C@@H](C)OCc5ccccc5)NC(=O)[C@H]4C3)cn2)cc1 | -3.7 | 0.1 | 2.1 | -0.6
COc1cccc(C(=O)OCC(=O)NCC(F)(F)F)c1 | -0.4 | -0.1 | 9.0 | -1.4
O=C1c2cccnc2C(=O)N1Cc1ccc(F)cc1 | 17.2 | 0.0 | -3.0 | 0.2
CCCN1CCC(Oc2cccc(C(=O)NCCc3ccccc3)c2)CC1 | 2.1 | -0.1 | -3.6 | 0.3
CSc1cccc2sc(NC(=O)C3CC3)nc12 | -0.7 | 0.0 | 0.5 | -0.8
COc1cccc(C(C#N)N2N=C(C)CC2(C)C)c1O (stereo not drawn) | 4.4 | 0.3 | 1.9 | 2.1

(more compounds)
SMILES	MITF inh	FBW7 activator	TEAD-YAP block	GPR151 activ
CC(=O)CC(c1ccccc1)S(=O)(=O)c1ccc(Cl)cc1 (stereo not drawn)	5.5	0.1	-3.9	0.4
CCOc1ccc(N2CC(C(=O)NC3CC(C)(C)NC(C)(C)C3)CC2=O)cc1 (stereo not drawn)	0.1	0.0	1.1	0.5
CC[C@H](C)[C@@H]1NC(=O)[C@@H]2C[C@H](NCc3sc4ccccc4c3Cl)CN2C1=O	-8.1	0.2	-15.1	-2.1
COc1cc(OC)c(NC(=O)c2ccc(Br)o2)cc1Cl	21.0	0.1	-3.1	0.9
CC1CCN(c2nc3c(c(=O)[nH]2)CCN(CC2CCOC2)C3)CC1 (stereo not drawn)	3.5	0.0	-4.7	0.3
Cn1nnnc1Sc1ccc([N+](=O)[O-])cc1C(=O)O	11.2	0.2	0.4	0.9
